p53null 39C kill = qHTS Screen for Compounds that Selectively Target Cancer Cells with p53 Mutations: Cytotoxicity of p53 Null Cells at the Nonpermissive Temperature | H1299 p53-null (neo) cells, 39C, ATPlite viability, 24 h | Potency, µM (highest dose often 46.1 µM), for inactives: at the top dose activity, negative = cell killing, actives largely listed as cytotoxic | 55,000 tested, 0.97% active;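 note: potency is the fitted concentration of half-maximal effect; 0% = DMSO only and -100% = full killing by 100 µM tamoxifen; nearly all actives have a fitted effect of over 50% in size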
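Concentration-response (up to 46 uM) was run for 24 h at the nonpermissive 39C on H1299-p53A138V or H1299-neo cells. ATP content was measured with ATPlite luminescence. AC50 values were Hill-modeled after normalizing between DMSO and 100 uM tamoxifen killing.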
p53null 32C kill = qHTS Screen for Compounds that Selectively Target Cancer Cells with p53 Mutations: Cytotoxicity of p53 Null Cells at the Permissive Temperature | H1299-neo p53 null cells, ATP luminescence, 24 h, 32C | AID 903, 2007 | Potency, µM (highest dose often 46.1 µM), without a hit: at the highest dose activity change, negative = cytotoxicity, hits mostly cytotoxic | 55,000 tested, 0.62% active;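 note: potency is the fitted concentration of half-maximal effect; 0% = DMSO only and -100% = full killing by 100 µM tamoxifen; nearly all actives have a fitted effect of over 55% in size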
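We seeded p53-null H1299-neo cells, incubated them overnight at 37C, and added compounds across a range up to 46 uM. After 24 hours at 32C, ATP reagent was applied for 20 min at room temperature and luminescence recorded.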
TSG101-PTAP inh = qHTS Validation Assay for Inhibitors of HIV-1 Budding by Blocking the Interaction of PTAP/TSG101: Sytravon Library Screen; Fluorescence polarization, FITC-PTAP peptide/Tsg101, 20 min; Potency, µM (series often up to 115 µM), for the others: at the highest dose activity change, negative = inhibition, most hits filed as inhibitors; 44,000 tested, under 10 active; AID 1347069, 2019; note: potency is the fitted concentration of half-maximal effect; 0% is about no effect
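Fluorescence polarization: Tsg101 binding domain (10 uM final) in 10 mM HEPES pH 7.5, 0.15 M NaCl, 0.01% Tween 20, 3 mM EDTA, 0.1 mM TCEP; compounds pinned; FITC-PTAP peptide 50 nM final; 20 min, r.t.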
NTMT1 inh = Primary qHTS for Inhibitors of N-terminal methyltransferase 1 (NTMT1): MTaseGlo Assay; 59,000 tested, 2.5% active; NTMT1 MTase-Glo SAH luminescence, purified enzyme; Potency, µM (doses to about 114 µM), without a hit: at the highest dose activity change, negative = inhibition, actives largely listed as inhibitors; N-terminal Xaa-Pro-Lys N-methyltransferase 1 (Homo sapiens), Q9BV86;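 note: potency is the fitted concentration of half-maximal effect; plate controls were DMSO vehicle for no effect and no enzyme for full effect; nearly all actives have a fitted effect of over 65% in size; many of its hits are not listed in these tables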
Target sequence (Q9BV86 whole entry, looked up): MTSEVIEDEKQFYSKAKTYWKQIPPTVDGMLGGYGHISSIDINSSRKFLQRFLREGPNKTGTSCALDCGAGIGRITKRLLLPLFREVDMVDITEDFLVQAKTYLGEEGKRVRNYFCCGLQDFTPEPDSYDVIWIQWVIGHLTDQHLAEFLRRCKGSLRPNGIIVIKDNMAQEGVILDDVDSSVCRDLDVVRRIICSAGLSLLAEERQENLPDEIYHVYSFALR
B2AR arrestin ag = qHTS assay of beta-arrestin-biased ligands of beta2-adrenergic receptor: NCGC Sytravon Library Screen | Potency, µM (series often up to 46.1 µM), without a hit: top-dose activation, hits mostly activators | HTLA Tango cells, beta-arrestin recruitment, luciferase luminescence, 18 h | AID 1347077, 2019 | 44,000 tested, under 10 active | Beta-2 adrenergic receptor (Homo sapiens), P07550;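 note: potency is the fitted concentration of half-maximal effect; 0% = DMSO and full agonism = EC100 isoproterenol or metaproterenol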
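Tango cells (recombinant beta2-AR, beta-arrestin, tTA-driven luciferase), 1500/well in DMEM 1% FBS, treated 18 h at 37 °C with compounds up to 46 µM; luciferin mix added, luminescence read after 15 min; %activity curves fitted and curve-classed.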
GALK inh = qHTS Assay for Inhibitors of Human Galactokinase (GALK): NCGC Sytravon Library Screen; 44,000 tested, under 10 active; recombinant GALK, Kinase-Glo ATP luminescence, 1 h; AID 1347072, 2019; P51570; Potency, µM (doses to about 57.5 µM), for the others: at the highest dose activity, negative = inhibition, actives largely listed as inhibitors;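 note: plate controls were full GALK reaction for no effect and reaction lacking GALK for full effect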
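Reactions with and without enzyme served as controls. GALK at 5 nM phosphorylates 100 uM galactose using 35 uM ATP (HEPES pH 8.0, Mg2+) for 1 h at RT, with luminescence read 10 min after adding Kinase-Glo Plus.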
FH mod = Identification of activators of human fumarate hydratase by quantitative high-throughput screening. Fumarate hydratase, mitochondrial (Homo sapiens), P07954. FH coupled MDH/diaphorase resazurin fluorescence, 15 min. Potency, µM (titrated, usually from 79.9 µM), for inactives: top-dose activity change, negative = inhibition, hits mostly inhibitors. 54,000 tested, 0.22% active. AID 1347055, 2019; note: potency is the fitted concentration of half-maximal effect; % is set by controls: 0 for no effect and ±100 for the full control effect; the screen sought activators but most active calls are inhibition curves; nearly all actives have a fitted effect of over 45% in size
Target sequence (P07954 whole entry, looked up): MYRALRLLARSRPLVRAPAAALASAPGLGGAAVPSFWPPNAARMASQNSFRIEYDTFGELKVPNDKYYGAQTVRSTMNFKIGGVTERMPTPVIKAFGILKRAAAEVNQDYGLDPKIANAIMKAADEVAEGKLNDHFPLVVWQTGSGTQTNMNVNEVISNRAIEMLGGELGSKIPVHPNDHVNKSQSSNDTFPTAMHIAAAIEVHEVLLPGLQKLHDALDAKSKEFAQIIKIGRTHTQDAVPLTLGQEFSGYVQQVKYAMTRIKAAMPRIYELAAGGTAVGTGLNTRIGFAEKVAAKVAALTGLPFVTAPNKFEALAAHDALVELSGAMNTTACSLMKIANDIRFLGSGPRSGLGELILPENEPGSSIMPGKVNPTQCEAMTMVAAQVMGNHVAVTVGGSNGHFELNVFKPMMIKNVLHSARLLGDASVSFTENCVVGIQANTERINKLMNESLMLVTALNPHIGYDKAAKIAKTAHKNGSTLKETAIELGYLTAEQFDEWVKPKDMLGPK
Starred values were filed as active, the others as inactive; ? = inconclusive; . = no result given; [ ] = another dose, or the depositor's remark. Calls come from the whole dose curve; as a rule, active = well fitted curve in the direction sought with a large enough effect; inconclusive = small, poorly fitted or top-dose-only effect, or another doubt; inactive = no such curve, though single readings can be large; an effect the other way counts as inactive or inconclusive. The list is partial; rates above refer to the full screens.

mol | p53null 39C kill | p53null 32C kill | TSG101-PTAP inh | NTMT1 inh | B2AR arrestin ag | GALK inh | FH mod
COC(=O)c1sccc1S(=O)(=O)N(CC(=O)Nc1ccccc1C)c1ccc(Cl)cc1 | 2.4% | 4.6% | -0.9% | 1.3% | -0.2% | -2.2% | ?
CC(C)(C)c1ccc(OCC(=O)Nc2ccc(C(=O)OC3CCCCC3)cc2)cc1 | ? | -17.4% | 2.9% | 10.0% | -0.3% | 0.7% | -5.0%
COc1ccc(-c2nn(-c3ccccc3)cc2C2NC(=O)NC(C)=C2C(=O)OC(C)C)cc1OC (configuration not stated) | -18.0% | 19.7% | -8.7% | 8.5% | -1.8% | 0.1% | 2.1%
CC(=O)Nc1c(C)nn(-c2ccccc2)c1N1CCC(C(=O)Nc2ccc(Cl)cc2C)CC1 | -7.3% | -7.0% | -7.1% | -15.6% | 0.4% | 1.2% | -0.6%
CCOC(=O)c1cnc(N2CCN(c3cccc(C)c3C)CC2)c2ccccc12 | -21.1% | 11.6% | -0.2% | 9.3% | 0.6% | 1.8% | -10.5%
Cc1nnc2c(N3CCN(c4ccccc4)CC3)nc3ccc(C(=O)c4ccccc4)cc3n12 | -7.6% | -0.4% | -0.6% | -4.5% | 0.2% | 1.7% | -0.2%
CCCSc1nnc(NC(=O)Cc2coc3cc(C)ccc23)s1 | -7.3% | -2.4% | 1.8% | -0.6% | 0.8% | 4.3% | -16.9%
COC(=O)c1ccc(CN(Cc2ccc(OC)c(OC)c2)S(=O)(=O)c2cc(C(=O)Nc3cccc(C)c3)ccc2F)cc1 | -5.9% | -0.2% | -0.7% | -1.2% | -0.4% | -5.2% | -12.7%
CCOc1ccc(CCNC(=O)c2ccc3c(c2)N(Cc2ccccc2)C(=O)c2ccccc2S3=O)cc1OCC (configuration not stated) | 13.9% | -7.6% | -2.5% | -3.1% | -0.8% | 0.0% | -15.1%
CS(=O)(=O)N1CCc2cc(C(=O)Nc3ccc(Cl)c(C(F)(F)F)c3)ccc21 | -17.7% | 12.1% | -3.4% | -1.8% | -1.6% | -0.2% | ?
Cc1cc(OCC(=O)N2CCC(c3nc4ccccc4s3)CC2)ccc1Cl | ? | 26.8% | 1.2% | 7.1% | -4.5% | 0.0% | ?
O=C(NCc1ccccc1Br)C1CCCN(C(=O)N2CCOc3ccccc32)C1 (configuration not stated) | -6.8% | 6.8% | 0.6% | 14.5% | -0.7% | -4.5% | 1.4%
COc1ccc(C)cc1Nc1nc2ccccc2c2nnc(C)n12 | 6.4% | 5.5% | -5.7% | -9.4% | -2.2% | 1.6% | 2.1%
COc1ccc(OC)c(NC(=O)c2cc3c(s2)-c2ccccc2SC3)c1 | -14.8% | -11.1% | 1.8% | ? | -1.7% | ? | -24.8%
CCCCOc1ccc(C(=O)Nc2onc3c2CCCC3)cc1 | ? | ? | -6.0% | -4.9% | -1.2% | -2.3% | -19.7%
O=C(CSc1nc2ccccc2nc1Cc1ccc(Cl)cc1)N1CCCCC1 | 51.7%[activator] | 46.0%[activator] | 1.5% | 13.9% | -0.9% | -0.3% | -15.3%
COC(=O)CN1C(=O)CSc2ccc(S(=O)(=O)Nc3cccc(Cl)c3C)cc21 | 4.0% | 3.8% | -6.7% | . | -0.8% | 2.8% | .
O=C(CCC1N=C2c3ccccc3N=C(SCc3cccc(F)c3)N2C1=O)NCCc1ccccc1 (configuration not stated) | 3.8% | 31.5%[activator] | -5.3% | ? | -1.9% | -1.1% | -14.3%
CCOC(=O)c1cc(-c2ccccc2)n(CC(=O)Nc2ccc(OC)cc2OC)c1C | -0.4% | -3.1% | -0.1% | 6.2% | 1.3% | -0.3% | -2.6%
O=C(Cn1c(=O)n2nc(-c3ccccc3)nc2c2ccccc21)Nc1ccccc1C(F)(F)F | -10.0% | 0.2% | -4.7% | 2.1% | 0.5% | -9.9% | -2.0%
Cc1ccc2c(c1)NC(=O)C(CC(=O)Nc1cc(Cl)ccc1C)O2 (configuration not stated) | -16.5% | 1.0% | -0.8% | 5.4% | -0.1% | 4.8% | -2.5%
COc1ccc(OC)c(NC(=O)c2csnn2)c1 | ? | -2.5% | -0.9% | 0.0% | -4.0% | -7.6% | -15.7%
Cc1cn2c(=O)cc(COC(=O)c3cccc(NC(=O)C(C)Oc4ccccc4)c3)nc2s1 (configuration not stated) | 2.4% | 1.3% | -4.1% | -5.5% | 0.8% | -2.6% | -4.7%
O=C(NC1CCCc2ccccc21)c1ccc2c(c1)sc1nc(-c3ccc(F)cc3)cn12 (configuration not stated) | 5.0% | 9.7% | -2.5% | 6.2% | -0.1% | 0.9% | -4.8%
CCN(CC)c1ccc(NS(=O)(=O)c2cc(-c3cc(C)no3)ccc2C)c(C)c1 | 20.1% | 9.6% | -4.0% | -7.5% | -0.5% | -0.3% | ?
COc1ccc(C2CC(=O)c3cc(-c4nc(-c5cccc(Cl)c5)cs4)c(=O)[nH]c3C2)cc1OC (configuration not stated) | -3.7% | 11.0% | 20.1% | 9.7% | 0.7% | 4.5% | -18.8%
Cc1ccc(C(=O)Nc2ccc(OCc3cc(=O)n4c5c(sc4n3)CCCC5)cc2)cc1 | 0.1% | -6.3% | -0.7% | 0.5% | -1.8% | 7.0% | -10.3%
COc1cc(-c2cc3n(C)c(C)c(CCC(=O)NC4CCC(C)CC4)c(=O)n3n2)cc(OC)c1OC (configuration not stated) | 5.1% | 1.5% | 0.2% | -3.5% | -0.3% | 1.6% | -5.1%
COc1ccc(-c2cc3ccc(O)c(CN4CCCC4)c3oc2=O)cc1OC | -20.3% | ? | -12.8% | -4.1% | 1.2% | 3.1% | -16.0%
COc1ccc(-n2cc(-c3ccccc3)nc2SCC(=O)Nc2ccccc2C)cc1 | 21.7% | 5.6% | 0.9% | -2.3% | -3.1% | 0.0% | ?

Part of the list above, with values under each structure.
Order of values – p53null 39C kill	p53null 32C kill	TSG101-PTAP inh	NTMT1 inh	B2AR arrestin ag	GALK inh	FH mod
- COc1cc(-c2cc3n(C)c(C)c(CCC(=O)NC4CCC(C)CC4)c(=O)n3n2)cc(OC)c1OC (configuration not stated)
 : 5.1%	1.5%	0.2%	-3.5%	-0.3%	1.6%	-5.1%
- COc1ccc(-c2cc3ccc(O)c(CN4CCCC4)c3oc2=O)cc1OC
 : -20.3%	?	-12.8%	-4.1%	1.2%	3.1%	-16.0%

(further entries)
mol | p53null 39C kill | p53null 32C kill | TSG101-PTAP inh | NTMT1 inh | B2AR arrestin ag | GALK inh | FH mod
Cc1c(Cl)cccc1NC(=O)Nc1nnc(N(C)C2CCCCC2)s1 | 11.1% | -0.1% | -5.1% | 8.1% | -2.5% | 0.7% | 0.9%
CCc1nnc2c3ccccc3nc(N3CCN(c4cc(Cl)ccc4C)CC3)n12 | 0.7% | -1.8% | -3.6% | -5.5% | -0.2% | 0.8% | 3.1%
O=C(CC1Oc2ccc(Cl)cc2NC1=O)NCc1ccccc1 (configuration not stated) | -6.5% | -2.9% | -7.2% | 11.1% | -0.2% | -9.7% | 14.1%
COc1ccc(CCC(=O)NCc2ccc3c(c2)CCN3C(=O)c2cccc(C)c2)cc1 | 30.3%[activator] | 1.0% | 3.5% | 17.5% | -1.6% | -0.3% | -22.7%
Cc1nc2ccccc2n1CCc1nc2c3ccccc3nc(SCC(=O)Nc3cccc(C(F)(F)F)c3)n2n1 | -7.1% | -21.3% | 0.7% | 10.9% | -2.3% | -1.6% | ?
CC(=O)c1ccc(NC(=O)c2sc(-n3nc(C)c(Cc4ccccc4)c3C)nc2C)cc1 | 1.9% | -9.3% | 1.5% | -0.8% | -4.3% | 0.2% | 10.1%
COc1ccc(NC(=O)C(=O)NCCc2csc(-c3ccc(Cl)cc3)n2)cc1OC | 1.9% | 0.6% | -1.5% | 8.2% | 1.0% | -3.4% | -2.5%
CCOC(=O)c1ccc2c(c1)N(CC(=O)Nc1ccc(CC)cc1)C(=O)c1ccccc1S2 | -15.5% | 4.9% | -2.4% | 7.6% | -0.3% | -3.3% | -7.0%
Cc1ccc(NC(=O)CSc2nncn2C)c(C)c1 | -8.3% | 5.6% | -6.4% | 2.0% | 0.9% | 0.0% | 2.6%
CCCOc1ccc(C(=O)NCC(c2ccc(OC)cc2)N2CCCCC2)cc1 (configuration not stated) | -14.3% | 4.9% | 1.9% | -2.4% | -0.4% | -14.6% | 4.3%
Cc1ccc(NC(=O)CN2CCCN(Cc3ccccc3Cl)S2(=O)=O)c(C)c1 | 11.3% | -1.1% | -0.5% | ? | -0.3% | 0.0% | -6.4%
CC(C)S(=O)(=O)c1oc(-c2cccs2)nc1S(=O)(=O)c1ccc(F)cc1 | -21.9% | ? | 0.0% | -15.0% | 0.0% | -12.0% | -6.6%
CCOc1cccc(CC(=O)N2CCc3c([nH]c4ccc(OC)cc34)C2c2ccc(F)cc2)c1OCC (configuration not stated) | 5.6% | -13.2% | -0.8% | 4.8% | 0.2% | -8.3% | -13.8%
COc1cccc(NC(=O)c2cccc3c(=O)c4c([nH]c23)CCCC4)c1 | 2.6% | -0.9% | 0.3% | -8.7% | ? | 1.4% | -7.6%
Cc1ccc(C)c(CN2C(=O)c3ccccc3Sc3ccc(C(=O)NCc4cccs4)cc32)c1 | 17.8% | 2.0% | -0.8% | 2.4% | -0.4% | 2.1% | -4.2%
CCc1ccccc1NC(=O)c1cc(S(=O)(=O)N2CCC(C)CC2)cn1C | 2.4% | -2.5% | 2.4% | -1.5% | -0.4% | -7.9% | -21.2%
CCOC(=O)c1cc(-c2ccccc2)n(CCC(=O)NCCc2ccccc2)c1C | 96.2%[activator] | 52.6%[activator] | -0.7% | 9.7% | 1.4% | -2.4% | ?
O=C(COc1ccc(F)cc1)Nc1ccc2nc(SCc3ccccc3)sc2c1 | -1.8% | -10.4% | 0.3% | ? | -3.4% | 0.0% | 3.5%
Cc1ccc(NC(=O)c2cc(S(=O)(=O)NCCC3=CCCCC3)ccc2F)cc1C | 4.3% | 57.4%[activator] | -1.3% | -6.9% | 1.5% | -0.9% | ?

Screening results (PubChem BioAssay)
